High-throughput results: PubChem, The Scripps Research Institute Molecular Screening Center
OXTR ag: activates the human oxytocin receptor; P30559; CHO-OTR cells, Fluo-8 calcium fluorescence; normalized: DMSO 0%, oxytocin 100%; activation, % at 3 µM; actives 0.32% (n = 320,000);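 active = activation above the mean of all tested compounds plus 3 SD, cutoff set per screening run, cut at about 20% in these data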;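 note: peak over basal fluorescence ratio from a 100 s FLIPR kinetic read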
Target sequence (P30559 whole entry, looked up): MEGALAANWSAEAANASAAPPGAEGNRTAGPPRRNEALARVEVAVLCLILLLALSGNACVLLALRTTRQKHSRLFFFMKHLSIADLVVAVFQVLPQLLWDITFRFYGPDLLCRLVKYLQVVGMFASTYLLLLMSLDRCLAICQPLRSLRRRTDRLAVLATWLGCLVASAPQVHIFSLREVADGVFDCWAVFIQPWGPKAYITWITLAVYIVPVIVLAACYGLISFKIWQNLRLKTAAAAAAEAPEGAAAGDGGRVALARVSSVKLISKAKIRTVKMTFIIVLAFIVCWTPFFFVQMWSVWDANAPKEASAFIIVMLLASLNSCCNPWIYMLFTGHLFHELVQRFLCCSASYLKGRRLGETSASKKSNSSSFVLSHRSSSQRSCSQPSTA
OXTR potentiate: human OXTR potentiation; activation, % at 3 µM; actives 0.061% (n = 320,000); P30559; CHO-OTR cells, Fluo-8 calcium fluorescence, potentiator mode; 0% = oxytocin EC15, 100% = EC100;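 active = activation above that plate's cutoff, the mean activation of tested compounds plus 3 SD, cut at about 6.6% in these data, passing the limit was not always enough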;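 note: 100% uses oxytocin at 75 nM as the full agonist control; some results filed as inactive read as strong as hits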
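Measured by – Fluo-8 calcium dye fluorescence · Test system – human OTR in CHO cells · Dosing – one concentration, 3.0 µM compound · Controls – EC15 oxytocin alone as 0%, 75 nM oxytocin as 100% · Evaluation – normalized max/min fluorescence ratio, % activation · Timing – 6 min pre-incubation, 100 s read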
TAAR1 ag: agonists of human TAAR1; Q96RJ0; CHO RD-HGA16 TAAR1, Fluo-8 calcium fluorescence; vehicle wells 0%, saturating PEA agonist 100%; activation, % at 3 µM; actives 0.99% (n = 360,000); AID 624467;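 active = activation above the mean activation of all test compounds in the run plus 3 SD, cut at about 38% in these data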
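Test system: RD-HGA16 (CHO) cells co-expressing Gα16 and hTAAR1 / Benchmarks: DMSO vehicle as 0%, PEA at EC100 as 100% / Repeats: no replicates (n 1) / Measure: % activation from peak over basal fluorescence ratio, DMSO-to-PEA scaled / Timing: 17-24 h plating, Fluo-8 75 min 37 °C, 30 min RT / Technique: kinetic Fluo-8 calcium fluorescence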
M1 antag: blocks human M1 muscarinic receptor. P11229. CHO-K1 hM1, Fluo-8 calcium fluorescence, ACh EC80 antagonist. inhibition, % at 3 µM. actives 1.3% (n = 360,000). AID 588852;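 active = percent inhibition above its own plate's cutoff, namely the mean of that plate's compound wells plus 3 SD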;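 note: peak over basal fluorescence ratio during 140 s after agonist addition; 0% = ACh EC80 plus DMSO and 100% = DMSO alone without agonist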
CHRM1 PAM: positive allosteric modulators of human M1 muscarinic receptor. CHO-K1 hM1, Fluo-8 calcium fluorescence, ACh EC20; 0% = ACh EC20, 100% = maximal ACh. AID 588819. activation, % at 3 µM. actives 0.088% (n = 360,000). P11229; in the data active = activation above about 19%, passing the limit was not always enough
M1 ag: agonists of human M1 muscarinic receptor; P11229; CHO-K1 hM1, Fluo-8 calcium fluorescence, agonist mode; 0% DMSO, 100% acetylcholine EC100; activation, % at 3 µM; actives 0.33% (n = 360,000); AID 588814;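 active = activation above the run's mean compound activation plus 3 SD, cut at about 16% in these data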;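 note: peak over basal fluorescence ratio within a 140 s kinetic read after compound addition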
V1R ag counter: counter-screen for oxytocin receptor agonists: human V1a receptor agonists. actives 0.25% (n = 320,000). CHO-V1R cells, Fluo-8 calcium fluorescence, agonist mode; 0% DMSO, 100% 3 nM vasopressin. P37288. activation, % at 3 µM;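 active = activation above the mean activation of all tested compounds plus 3 SD, per screening run, cut at about 20% in these data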;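 note: signal is peak over basal fluorescence ratio across a 100 second FLIPR read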
Target sequence (P37288 whole entry, looked up): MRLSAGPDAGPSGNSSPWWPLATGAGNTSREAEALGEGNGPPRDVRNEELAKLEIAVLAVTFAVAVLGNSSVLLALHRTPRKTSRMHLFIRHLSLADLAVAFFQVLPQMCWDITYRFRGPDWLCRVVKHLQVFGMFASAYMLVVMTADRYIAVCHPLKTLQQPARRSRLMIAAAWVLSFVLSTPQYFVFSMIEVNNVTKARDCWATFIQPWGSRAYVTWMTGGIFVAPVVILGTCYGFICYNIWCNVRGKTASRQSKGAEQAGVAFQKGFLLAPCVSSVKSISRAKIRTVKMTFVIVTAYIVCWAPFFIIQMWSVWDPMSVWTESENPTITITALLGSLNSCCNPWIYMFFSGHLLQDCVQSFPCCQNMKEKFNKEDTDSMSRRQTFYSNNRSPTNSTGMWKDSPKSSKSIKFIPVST
CHO parental Ca: counter-screen: ATP calcium response change in parental CHO cells; actives 0.63% (n = 330,000); inhibition, % at 5.6 µM; parental CHO-K1, ATP-induced calcium, Fluo-8 fluorescence;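 active = inhibition above that plate's mean sample inhibition plus 3 SD, cut at about 26% in these data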;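 note: 0% = ATP-challenged DMSO wells and 100% = DMSO wells without ATP; some compounds past the cut are filed as inactive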
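material = parental CHO cells | also added = ATP as calcium-mobilizing challenge | dosing = single point at 5.6 µM | detection = intracellular calcium via Fluo-8 no-wash fluorescent dye | read-out = % inhibition | benchmarks = low control ATP plus DMSO, high control DMSO only | repeats = one well per compound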
TAAR1 antag: human TAAR1 antagonism; Q96RJ0; CHO RD-HGA16 TAAR1, Fluo-8 calcium fluorescence, antagonist; inhibition, % at 3 µM; actives 1.5% (n = 360,000); AID 624466;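 active = inhibition above a per-plate cutoff, the mean inhibition of test compounds on that plate plus 3 SD, cut at about 49% in these data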;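 note: 0% = DMSO plus EC80 beta-PEA response and 100% = DMSO alone without agonist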
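Test system – hTAAR1-expressing CHO RD-HGA16 cells, Gα16-coupled · Also added – β-PEA at EC80 concentration, post-compound challenge · Compound – 3 µM, single point · Incubation – dye loading 75 min at 37 °C, then 30 min room temperature · Measured by – Fluo-8 intracellular calcium dye fluorescence, real-time kinetic reads · Benchmarks – vehicle and agonist controls · Replicates – singlicate, one well per test compound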
* = called active by the depositor; nt = not tested or not shown.

Sample of the layout, 4 compounds:
SMILES | OXTR ag | OXTR potentiate | TAAR1 ag | M1 antag | CHRM1 PAM | M1 ag | V1R ag counter | CHO parental Ca | TAAR1 antag
CC1(C(=O)Nc2ccc3c(c2)OCO3)CCN1C(=O)Cc1cccs1 (configuration not stated) | nt | nt | 2.5 | -0.1 | -1.6 | -0.7 | nt | nt | -34.9
COc1ccc(C2=NN(CC(=O)NCC(OC)OC)C(=O)CC2)cc1 | -0.1 | -0.8 | 3.5 | 18.5 | -7.1 | -2.6 | -0.8 | 1.8 | -9.4
O=C(Nc1nccs1)C1CC(=O)N(c2ccc(F)cc2)C1 (configuration not stated) | 1.1 | -5.3 | -0.8 | -2.0 | 1.4 | -2.7 | 0.4 | -13.1 | 11.9
CC(C)CC(=O)Nc1ccc(-c2nc3ccccc3c(=O)o2)cc1 | -2.0 | -1.1 | 1.6 | -8.4 | 4.6 | -0.3 | -1.6 | 3.8 | -31.2

This part in full, repeating the preview:
SMILES | OXTR ag | OXTR potentiate | TAAR1 ag | M1 antag | CHRM1 PAM | M1 ag | V1R ag counter | CHO parental Ca | TAAR1 antag
CC1(C(=O)Nc2ccc3c(c2)OCO3)CCN1C(=O)Cc1cccs1 (configuration not stated) | nt | nt | 2.5 | -0.1 | -1.6 | -0.7 | nt | nt | -34.9
COc1ccc(C2=NN(CC(=O)NCC(OC)OC)C(=O)CC2)cc1 | -0.1 | -0.8 | 3.5 | 18.5 | -7.1 | -2.6 | -0.8 | 1.8 | -9.4
O=C(Nc1nccs1)C1CC(=O)N(c2ccc(F)cc2)C1 (configuration not stated) | 1.1 | -5.3 | -0.8 | -2.0 | 1.4 | -2.7 | 0.4 | -13.1 | 11.9
CC(C)CC(=O)Nc1ccc(-c2nc3ccccc3c(=O)o2)cc1 | -2.0 | -1.1 | 1.6 | -8.4 | 4.6 | -0.3 | -1.6 | 3.8 | -31.2
O=c1[nH]cc(C(F)(F)F)cc1NS(=O)(=O)c1ccccc1[N+](=O)[O-] | -0.1 | -11.3 | -0.1 | -4.5 | 4.3 | -3.6 | 0.0 | -9.2 | -11.4
CSCCC1NC(=O)N(CC(=O)Nc2ccc3c(c2)OCCO3)C1=O (configuration not stated) | 3.5 | 6.6 | 9.9 | -6.8 | 8.8 | 3.6 | 1.7 | -2.7 | 6.6
O=C1CN(S(=O)(=O)c2ccccc2)CCN1 | 0.2 | -3.2 | 1.5 | -6.5 | 3.2 | -2.2 | 0.6 | -4.8 | 9.3
CCOC(=O)c1c(C)[nH]c(C(=O)COC(=O)c2ccc(F)c(S(=O)(=O)N3CCOCC3)c2)c1C | 1.0 | -3.6 | 18.0 | -5.0 | 4.8 | -0.6 | 0.7 | -16.6 | 38.6
CC1CCC(=C(C#N)C(=O)Nc2cccc(Cl)c2)CC1 (configuration not stated) | 0.7 | -5.2 | 1.4 | 1.3 | -7.9 | -5.1 | 0.8 | -8.9 | 29.3
Nc1ccccc1Nc1cc(-c2cccc(Cl)c2)nn1-c1ccccc1 | -1.6 | -5.4 | 0.5 | -5.8 | 3.2 | -4.9 | -0.4 | -22.5 | 19.4
O=C(NCc1ccncc1)C1CCN(C(=O)c2cccc(Cl)c2)CC1 | 0.3 | 2.1 | 2.4 | -5.8 | -0.2 | -11.4 | 1.0 | -19.9 | 9.6
Cc1occc1C(=O)NNC(=O)CN1C(=O)NC(C)(c2ccccc2)C1=O (configuration not stated) | 0.7 | 0.2 | 7.0 | -9.7 | 10.5 | -1.8 | -0.9 | -1.1 | -13.6
Cn1c(=O)[nH]c(=O)c2c1nc(SCCO)n2CC(O)COc1ccccc1 (configuration not stated) | -0.1 | -4.7 | 4.4 | -1.9 | 8.0 | -8.3 | 1.3 | -5.0 | 7.1
CCOc1ccc(NC2C=CS(=O)(=O)C2)cc1 (configuration not stated) | 0.4 | -12.6 | 12.7 | -17.2 | 10.6 | -3.7 | 0.6 | -26.5 | -0.6
COc1ccccc1OCC(=O)Nc1ccc2c(c1)OCCO2 | 0.6 | -0.2 | -4.2 | -0.7 | 0.4 | -4.4 | 0.7 | -11.6 | 8.8
CC(=O)Nc1ccc(NC(=O)C(C)OC(=O)CCN=C2NS(=O)(=O)c3ccccc32)cc1 (configuration not stated) | 1.2 | -0.8 | 1.6 | -14.6 | 7.3 | -1.9 | 0.1 | -7.7 | -24.0
Cc1cccc(OCC(=O)NNC(=O)c2cccs2)c1 | 0.7 | -7.2 | 8.9 | 0.3 | 9.0 | -5.7 | 0.3 | -12.6 | 5.1
COc1cc(OC)cc(-c2n[nH]c(=S)n2-c2ccc3c(c2)OCCO3)c1 | -2.5 | -10.3 | 2.4 | 25.7* | -14.2 | -4.3 | -0.3 | -10.3 | 9.3
Cc1ccc(NC(=O)CCC(=O)NNC(=O)COc2ccccc2)c(C)c1 | -0.8 | -9.7 | 0.2 | -4.8 | 6.2 | -5.3 | -0.6 | 0.1 | -3.6
CCc1cccc(NC(=O)C2CCCN2S(=O)(=O)c2ccccc2C(F)(F)F)c1 (configuration not stated) | nt | nt | -1.1 | -3.7 | 2.1 | -3.0 | nt | nt | -13.8
Cc1cc(OCC(O)CN(C)C(=O)C(C)Oc2ccccc2)ccc1Cl (configuration not stated) | 4.2 | -13.9 | 1.6 | -4.1 | 4.1 | -0.4 | 5.0 | -13.9 | -23.9
CCCNc1c(NC(=O)c2ccc3c(c2)OCO3)c(=O)oc2ccccc12 | 0.5 | -6.7 | 3.7 | -6.2 | 5.5 | -0.8 | 0.7 | -15.8 | -15.7
NS(=O)(=O)c1ccc(N2N=C(c3ccc(Br)cc3)CC2c2ccc(F)cc2)cc1 (configuration not stated) | 0.1 | -10.4 | 3.9 | -15.3 | 5.8 | -3.4 | 0.7 | -7.1 | 10.8
COc1cc2c(cc1OC)CN(C(=O)CN1C(=O)NC3(CCC(C)CC3)C1=O)CC2 (configuration not stated) | 1.2 | 1.8 | 0.1 | -5.8 | 12.2 | -2.3 | 0.0 | -20.4 | -21.5
COc1nccnc1NS(=O)(=O)c1ccc(NC(=S)NC(=O)c2ccc(F)cc2)cc1 | -0.4 | -4.5 | 0.8 | -8.2 | 6.3 | -8.6 | 0.3 | -8.4 | -0.9
Cc1cccn2c(=O)c3cc(C(=O)NC4CCCC4)c(=N)n(C4CCCC4)c3nc12 | -2.4 | -13.7 | 12.0 | -23.8 | -5.0 | -6.8 | -1.6 | -17.0 | 16.5
CCCOP(=O)(OCCC)C(Nc1ccc(C(=O)O)cc1)c1ccccc1 (configuration not stated) | 0.3 | -0.1 | -0.7 | 3.2 | 0.6 | -2.8 | -0.1 | -11.0 | 19.1
COc1ccc(CNc2nc(C)cc(C)c2C#N)cc1 | -0.6 | 4.1 | -1.4 | -9.2 | 14.5 | 0.7 | -0.6 | -10.8 | 3.4
CCSc1nnc(NC(=O)c2cccnc2Cl)s1 | 0.5 | -20.4 | 3.2 | -5.8 | 7.3 | -1.8 | 1.5 | -5.3 | -3.5
O=C(NC(=S)Nc1cccnc1)c1ccccc1 | 0.7 | -6.0 | 5.3 | -15.7 | 5.2 | -0.3 | -0.5 | -5.3 | -7.4
N#Cc1ccc(C(=O)Nc2cc(-c3ccc(F)cc3)nn2-c2ccccc2)cc1 | 5.2 | -14.3 | 13.2 | 9.2 | -1.4 | -4.4 | 5.6 | -10.0 | 46.3
O=C(Cn1cc([N+](=O)[O-])nc1[N+](=O)[O-])N1CCN(c2ccccc2)CC1 | 1.0 | 1.0 | 1.2 | 0.2 | 2.0 | -1.4 | 1.3 | 9.4 | 11.4
C=CCN=C1N[C@@H](c2ccccc2)C(C(=O)OC)=C(C)N1CC | 0.1 | -3.0 | nt | 1.9 | 5.4 | -11.9 | -0.4 | -6.3 | nt
Cc1c(C(C)NC(=O)Nc2ccc(F)cc2F)cnn1C (configuration not stated) | 0.5 | -3.6 | 6.9 | 2.5 | 2.0 | -4.4 | 0.4 | -10.4 | -1.6
O=C(NNC(=O)c1cc(F)c(F)cc1Cl)c1ccc(NS(=O)(=O)c2cccs2)cc1 | 0.6 | 3.2 | 8.8 | 2.8 | 3.5 | -3.7 | 0.3 | -0.5 | -2.3
Cc1ccc(C2=CC(=O)CC(C)(C)C2)cc1 | -2.1 | -1.0 | 4.0 | -14.5 | 14.4 | -8.4 | -1.1 | -23.4 | -0.1
COc1ccc(-c2csc3ncnc(Oc4cccc5ccc(C)nc45)c23)cc1 | -1.9 | -8.1 | 0.6 | -0.6 | -6.5 | -4.1 | -0.9 | -26.5 | 16.2
CC(C)Cc1cc(C(=O)NCCCN2CCOCC2)no1 | -0.3 | -5.4 | -0.2 | -7.6 | 2.5 | -3.5 | -0.2 | -15.0 | 0.2
COC(=O)Cn1c(=NC(=O)c2ccc(OC)c(OC)c2)sc2cc(OC)ccc21 | -1.6 | -4.1 | 3.0 | 10.9 | -5.5 | -4.6 | -0.4 | -9.8 | -11.3
Brc1ccc(CSc2nnc(-c3cccnc3)o2)cc1 | -2.0 | -9.8 | -2.2 | -3.2 | 1.7 | -8.9 | -0.2 | -7.2 | -2.3
COc1ccc(C(=O)NCCCc2ccccc2)cc1 | -1.9 | 1.3 | 3.4 | -5.5 | 7.9 | -4.0 | -0.7 | -14.7 | -18.1
Cc1ccccc1NC(=O)COc1ccc2c(c1)OC(C)(C)CC2=O | -2.8 | -3.0 | 0.8 | -2.9 | 12.5 | -1.6 | -0.2 | -12.0 | -10.8
C=CCNc1nc(C2(C)CC3(CC(C)(C)OC3=O)C(=O)O2)cs1 (configuration not stated) | 4.1 | -17.8 | 10.6 | 5.9 | -2.6 | -1.1 | 4.1 | -14.4 | 7.4
COc1cc(OC)c(N(C)C(=O)CCNC(=O)Cn2cnc3ccccc3c2=O)cc1Cl | 0.2 | 0.6 | 16.5 | -6.3 | 8.3 | -2.6 | 5.1 | -8.7 | -8.3
O=C(NCc1ccc(F)cc1)C(=O)NCC1OCCN1S(=O)(=O)c1cc(F)ccc1F (configuration not stated) | nt | nt | 0.1 | -13.8 | 16.0 | 3.1 | nt | nt | 6.4
O=C(Nc1cccs1)OCCN1CCN(Cc2ccccc2)CCC1=O | 1.3 | -14.8 | 2.5 | -3.8 | 8.9 | -7.6 | 0.0 | -14.6 | 7.2
CS(=O)(=O)N1CCCC(C(=O)NC2CCCCCCC2)C1 (configuration not stated) | 0.4 | -9.0 | -1.7 | -26.0 | 8.1 | -1.8 | -0.2 | -4.1 | -2.0
